# Screening results as filed in PubChem BioAssay.
# Anesthetic bind: candidate novel general anesthetic via apoferritin binding; AID 485281; P02791; apoferritin/1-aminoanthracene competitive binding, fluorescence; actives 0.074% (n = 350,000); Potency, µM (top dose mostly 77.5 µM), for the others: top-dose activity change, negative = displacement, most hits filed as inhibitors; further: potency means the concentration at half of the fitted maximal effect; on the % scale 0 is the no-effect control and ±100 the full control effect; nearly all actives have a fitted effect of over 20% in size
# Target sequence (P02791 2-175 limits assumed): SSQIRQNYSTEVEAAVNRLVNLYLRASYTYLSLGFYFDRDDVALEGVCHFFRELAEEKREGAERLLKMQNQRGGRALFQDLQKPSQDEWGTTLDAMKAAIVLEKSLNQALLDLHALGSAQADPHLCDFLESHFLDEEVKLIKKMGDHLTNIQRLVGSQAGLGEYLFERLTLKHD
#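 Steps: apoferritin (10 uM) was premixed with half-saturated 1-AMA in PBS, compounds were pin-transferred, plates stood 10 min at room temperature, fluorescence was read at 380/535 nm, and curves were fitted with a Hill equation.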
# RXFP1 antagonist: RXFP1 (human) relaxin receptor antagonism. Q9HBX9. HEK293-RXFP1, relaxin-stimulated cAMP HTRF, 30 min; stronger effect = lower value. activity change, negative = inhibition, % at 57.5 µM. actives 0.59% (n = 350,000);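 active means activity change of -60% or lower, but not beyond a set lower limit; inconclusive means change between -60% and -40%, or beyond the set limit; inactive means change above -40%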; further: on the % scale 0 is the no-effect control and ±100 the full control effect
# TRHR PAM: allosteric enhancers of human TRH receptor. TRHR cells, fluo-8 calcium fluorescence, EC20 TRH enhancement. P34981. enhancement, % at 2 µM. actives 0.66% (n = 360,000). AID 493056; in the data active means enhancement above about 30%; further: 0% is about no effect
# Target sequence (P34981 whole entry, looked up): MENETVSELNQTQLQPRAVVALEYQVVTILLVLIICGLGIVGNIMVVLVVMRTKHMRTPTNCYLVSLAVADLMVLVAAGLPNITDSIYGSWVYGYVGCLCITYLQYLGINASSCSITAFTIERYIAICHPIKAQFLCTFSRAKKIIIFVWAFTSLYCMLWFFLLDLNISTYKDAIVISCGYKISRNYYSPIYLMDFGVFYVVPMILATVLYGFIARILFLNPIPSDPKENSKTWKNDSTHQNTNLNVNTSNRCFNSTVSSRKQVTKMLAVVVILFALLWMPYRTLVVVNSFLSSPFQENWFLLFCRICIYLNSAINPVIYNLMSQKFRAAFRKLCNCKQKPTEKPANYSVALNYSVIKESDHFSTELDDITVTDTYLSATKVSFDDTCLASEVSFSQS
#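 TRHR-expressing cells loaded with fluo-8 calcium dye were read kinetically (ex 480/em 530) during compound addition, then stimulated with an EC20 of TRH (10 nM final). Enhancement of the Gq-mediated intracellular calcium response was scored.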
# D1 agonist: agonists of human D1 dopamine receptor; HEK293 T-REx D1 cells, calcium flux, agonist mode; activation, % at 2 µM; actives 1% (n = 360,000); AID 504660; in the data active means activation above about 30%; further: 0% is about no effect
# Target sequence (P21728 whole entry, looked up): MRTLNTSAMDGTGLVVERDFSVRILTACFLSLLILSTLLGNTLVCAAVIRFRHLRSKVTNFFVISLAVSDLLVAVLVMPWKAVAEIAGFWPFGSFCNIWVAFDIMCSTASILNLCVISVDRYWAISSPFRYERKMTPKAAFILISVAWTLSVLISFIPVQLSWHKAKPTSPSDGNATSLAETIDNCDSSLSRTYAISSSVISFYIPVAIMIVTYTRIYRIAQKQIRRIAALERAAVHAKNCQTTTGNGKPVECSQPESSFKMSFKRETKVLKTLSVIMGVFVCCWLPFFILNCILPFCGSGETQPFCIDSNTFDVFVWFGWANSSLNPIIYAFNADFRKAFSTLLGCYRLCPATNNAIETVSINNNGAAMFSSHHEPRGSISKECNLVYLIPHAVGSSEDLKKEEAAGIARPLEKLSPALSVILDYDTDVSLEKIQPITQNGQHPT
#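 Inducible HEK293 T-REx D1 cells, force-coupled to calcium signalling, were plated at 4000 cells/well with tetracycline and held overnight at 30 C. After no-wash calcium dye loading, compound-evoked calcium rise over 180 s flagged agonists.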
# RXFP1 agonist: agonists of human relaxin receptor RXFP1; Q9HBX9; HEK293T-RXFP1 cAMP TR-FRET, 30 min; response scale: percent of porcine relaxin response, buffer zero; Potency, µM (highest dose often 57.5 µM), for the others: top-dose activation, actives largely listed as activators; actives 0.3% (n = 370,000); AID 2676; further: potency means the concentration at half of the fitted maximal effect; on the % scale 0 is the no-effect control and ±100 the full control effect; nearly all actives have a fitted effect of over 60% in size; many of its hits are not listed in these tables
#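 HEK293 cells stably expressing RXFP1, treated 30 min at 37C with compounds plus PDE4 inhibitor Ro 20174; cAMP measured by HTRF TR-FRET. Normalized to buffer and 29 nM porcine relaxin; EC50 by Hill fit.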
# D1 antag: human D1 dopamine receptor antagonism; P21728; HEK293 TREx D1 cells, calcium flux, dopamine EC80; stronger effect = lower value; activity change, negative = inhibition, % at 10 µM; actives 3.2% (n = 360,000); in the data active means activity change below about -30%; further: on the % scale 0 is the no-effect control and ±100 the full control effect
#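 Tetracycline-induced HEK293 Trex D1 cells, force-coupled to calcium, dye-loaded; compounds added and read 180 s, then EC80 dopamine added and calcium flux tracked kinetically another 180 s.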
# D2 potentiator: positive allosteric modulators of human D2 dopamine receptor; P14416; HEK293 T-REx D2, calcium flux, EC20 dopamine potentiation; potentiation, % at 10 µM; actives 0.34% (n = 340,000); AID 485347;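 active means potentiation over 3 SD above the plate norm, cut at about 30% in these data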; further: 0% is about no effect
#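 Calcium flux readout, no-wash dye, 1 read/s. Inducible HEK293 Trex D2 line, overnight 30 C. Compound alone 180 s (agonist flags), then EC20 dopamine, another 180 s to score potentiation.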
# TRHR ag: TRH receptor (human) agonism | activation, % at 2 µM | TRHR cells, calcium flux fluo-8, FDSS agonist mode | AID 493084 | actives 0.18% (n = 360,000); in the data active means activation above about 30%; further: 0% is about no effect
#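 In this calcium-flux screen, cells bearing human TRHR are dye-loaded with fluo-8, baselined for 10 cycles, then exposed to library compounds; positive kinetic calcium responses during the agonist phase mark hits, with TRH as control.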
# D1 potentiator: potentiators of human D1 dopamine receptor. AID 504651. P21728. HEK293 TREx D1 cells, calcium flux, dopamine EC20 potentiation. potentiation, % at 10 µM. actives 0.036% (n = 360,000); in the data active means potentiation above about 30%; further: 0% is about no effect
# Starred values were filed as active, the others as inactive; ? = inconclusive; . = not tested or not shown; & = joins results of further samples; [ ] = dose if it differs, or a comment. Unless noted, the call rests on the fitted dose curve; in most records, active means well fitted curve in the direction sought with a large enough effect; inconclusive means small, poorly fitted or top-dose-only effect, or another doubt; inactive means no such curve, though single readings can be large; an effect the other way counts as inactive or inconclusive.
compound,Anesthetic bind,RXFP1 antagonist,TRHR PAM,D1 agonist,RXFP1 agonist,D1 antag,D2 potentiator,TRHR ag,D1 potentiator
CC1CCCN(C(=O)CCNC(=O)c2ccccc2Cl)C1 (stereo unspecified),-6%,-3,8,1,-0.7%,-1,-1,0.4,1
Clc1cccc(CSc2ccc(-c3cccs3)nn2)c1,?,-14,2,45*,?,-3,4,-0.1,-3
CC(=O)Nc1ccc(S(=O)(=O)N2CCC(c3nnc(-c4ccc(C)cc4)o3)CC2)cc1,?,3&-19,1&4,2&9,2.4%&1.9%,-33*,-1&-9,0.3&-0.3,-13&-3
O=C1c2ccccc2CN1CCNS(=O)(=O)c1ccc(Cl)cc1,-1%,-5,-2,2,-0.5%,-8,1,-0.4,-5
O=C(Nc1ccc(Br)cc1)C(c1ccccc1)c1ccccc1,-11%,-2,-8,5,0.0%,-10,-8,2.0,-4
CN(C)C(/C=C/Nc1ccccc1F)=C(C#N)C#N,5%,11,14,2,0.5%,-34*,10,0.0,-2
O=C(CCCN1C(=O)c2ccccc2C1=O)N1CCOCC1,-3%,5,33*,0,2.9%,0,-16,0.4,6
COc1cccc(NC(=O)Nc2nnc(Cc3ccc(F)cc3)s2)c1,-8%,0,-10,0,-2.3%,-2,16,-0.6,-6
CCCCn1nc(C(=O)N(CC)CC(=O)Nc2c(F)cccc2F)c2ccccc2c1=O,.,-6,4,6,3.6%,28,8,-0.4,.
Cc1ccc(C)c(S(=O)(=O)N2CCCOC2CNC(=O)C(=O)NCCC2=CCCCC2)c1 (stereo unspecified),-16%,-3,4,1,2.7%,0,3,-0.4,-11
O=C(Cc1ccccc1)N(Cc1cccnc1)c1nc2c(Cl)cccc2s1,7%,-17,-1,16,-0.4%,.,.,0.5,0
COc1cc(C(C(=O)NC(C)(C)C)N(C(=O)CNC(=O)c2cccs2)c2ccc(C(C)C)cc2)cc(OC)c1OC (stereo unspecified),?,-19,5,4,0.1%,-27,17,-0.8,0
COc1ccccc1C(=O)COC(=O)COc1cccc2c1OC(C)(C)C2,-23%,4,2,15,0.3%,-8,-5,0.6,0
O=C(CN1C(=O)NC2(CCCC2)C1=O)N1CCN(S(=O)(=O)c2ccccc2)CC1,-4%,2,20,1,-0.2%,-7,7,-0.6,-2
O=C(c1cc2ccccn2n1)N1CCN(Cc2ccccc2)CC1,-6%,-3,17,8,0.1%,7,-3,-0.3,.
CO/N=C/CC(=O)c1ccc(OC)cc1,-13%,-1,-2,5,0.4%,-3,0,-1.9,-4
CC1CC(C)CN(C2CCCCC2NS(=O)(=O)c2ccc(Cl)cc2)C1 (stereo unspecified),4%,-6,-2,2,-1.7%,-6,7,14,-3
COCCNC(=O)C1Cc2c(ccc3ccccc23)O1 (stereo unspecified),-1%,-5,-1,4,-1.8%,1,.,-0.1,4
COc1ccc(S(=O)(=O)NC(C)C(=O)Nc2ccc3c(c2)OCO3)cc1OC (stereo unspecified),-5%,6,-5,1,-5.0%,1,-17,0.6,-1
CCc1nnc(NC(=O)C2CCC(CNc3c(N4CCCCC4)c(=O)c3=O)CC2)s1 (stereo unspecified),-5%,15,-8,3,-13%,-3,-6,0.6,-6

# Next part
compound,Anesthetic bind,RXFP1 antagonist,TRHR PAM,D1 agonist,RXFP1 agonist,D1 antag,D2 potentiator,TRHR ag,D1 potentiator
Cc1cc(Nc2ccccc2)nc(NCc2ccccc2)n1,?,-23,6,20,-0.7%,-27,-21,4.7,-10
CCc1nnc(NC(=O)Cc2ccc(Br)cc2)s1,-2%,2,4,8,0.6%,-14,1,-0.2,-3
Cc1ccccc1NC(=O)CSc1nnc(Cc2ccccc2)c(=O)n1N,.,8,-1,0,0.1%,5,18,-0.4,-5
Cn1c(=O)c2c(nc(NCCCN3CCOCC3)n2Cc2cccc(Cl)c2)n(C)c1=O,-17%,0,10,1,12%,-12,-7,0.0,-6
CC(=O)Nc1ccc(OCc2cnc(Cl)s2)cc1,?,7,4,6,-3.0%,-1,20,-0.9,1
CC(Sc1nnc(-c2ccco2)n1C)C(=O)Nc1nccs1 (stereo unspecified),.,-12,2,3,1.0%,11,18,0.0,-2
CS(=O)(=O)c1ccc2nc(N)sc2c1,-7%,3,8,6,0.6%,13,-2,1.0,4
CCC(CC)c1nnc(NC(=O)c2cccnc2SC)s1,-15%,-10,-3,1,1.1%,-16,8,-0.2,0
NC(=O)CC(NC(=O)c1ccccc1)c1ccc(NC2CCN(Cc3ccccc3)CC2)c([N+](=O)[O-])c1 (stereo unspecified),-9%,.,2,2,0.5%,8,-4,-0.7,-4
Cc1ccnc2nc(C(=O)OCC(=O)NCc3cccc(Cl)c3)nn12,.,3,9,2,7.6%,-7,-1,0.5,3
N#CC1=C(N)Oc2cc(N)ccc2C1c1ccccc1Cl (stereo unspecified),353%[activator],1,7,2,0.2%,-18,-6,0.1,9
O=[N+]([O-])c1cccc(/C=N/Nc2cc(N3CCOCC3)ncn2)c1,-1%,6,2,2,1.0%,1,-5,-1.3,12
Cc1ccc(C(=O)/C=C/c2ccc(F)cc2)o1,-9%,7,-3,1,2.6%,-2,-6,-0.6,-6
CC(=O)N1c2ccc(S(=O)(=O)N(C)c3cc(C)ccc3C)cc2CC1C (stereo unspecified),-18%,10,-3,6,2.3%,-8,-5,0.9,11
Cc1ccccc1S(=O)(=O)Nc1cccnc1,-6%,-9,-1,1,-0.1%,1,-3,-0.2,-4
COc1cc(C(=O)N/N=C\c2ccccc2)c([N+](=O)[O-])c(OC)c1OC,-9%,2,-1,1,1.2%,-24,-31,0.6,-3
Cc1ccc(N2CC(NC(=O)c3ccc(S(=O)(=O)N4CCCCC4)cc3)CC2=O)cc1 (stereo unspecified),-14%,-7,3,-5,3.7%,.,10,-0.6,2
C=CCc1cc(OC)ccc1OCCON1C(=O)CCC1=O,1%,10,0,0,0.4%,1,9,0.0,-4
COc1ccccc1C(=O)NCCC(=O)NCc1cccnc1,.,2,8,3,-2.6%,7,.,0.0,14
O=C(CCCOc1ccc(Cl)cc1)N1CCCCCC1,-10%,-8,3,10,0.0%,-22,-3,-0.6,-5

# The listing continues:
compound,Anesthetic bind,RXFP1 antagonist,TRHR PAM,D1 agonist,RXFP1 agonist,D1 antag,D2 potentiator,TRHR ag,D1 potentiator
CCOC(=O)c1c(NC(=O)CCl)sc(C(=O)N(CC)CC)c1C,-12%,4,4,1,1.6%,-10,2,0.3,-2
O=C(Nc1cc([N+](=O)[O-])ccc1O)c1cccc([N+](=O)[O-])c1,-9%,-3,-7,7,0.6%,-7,15,0.6,3
CCC(NC(=O)NCc1ccccc1)(C(F)(F)F)C(F)(F)F,-13%,-4,-1,4,-0.1%,-6,-8,-0.9,0
Cc1ccc2nc(N(CCN(C)C)C(=O)C3=COCCO3)sc2c1,-4%,-6,3,2,0.9%,-35*,-21,0.8,-9
O=C(Cc1cccs1)N1CCC(c2nc3c(nnn3Cc3ccc(F)cc3)c(=O)[nH]2)CC1,-24%,6,-3,1,2.7%,-7,-2,-0.4,-2
CN(C)CCCN(C(=O)c1cc(Cl)sc1Cl)c1nc2cc3c(cc2s1)OCO3,-12%,-11,5,9,-1.0%,18,2,1.5,-4
COC(=O)c1nnn(-c2nonc2N)c1CN1CCCC1,2%,1,0,1,-1.4%,-1,-5,0.3,-3
O=C(CSc1nnc(CNC(=O)c2ccco2)o1)Nc1cccc(Cl)c1,-7%,-3,-5,2,0.9%,7,3,0.6,-3
CCN(Cc1ccccc1)Cc1c(O)ccc2c(=O)c(-c3ccccc3Cl)c(C(F)(F)F)oc12,-8%,-7,-10,-1,7.3%,0,-12,-0.7,2
CSc1ncc(Cl)c(C(=O)Nc2c(C(=O)Nc3cccc(Cl)c3)oc3ccccc23)n1,12%,.,5,0,0.9%,-9,0,0.2,0
COc1ccccc1Nc1nc(N)nc(CN2CCCCCC2)n1,-5%,5,-6,2,0.0%,-4,-6,0.2,-1
Cc1[nH]c2ccccc2c1/C=N\NC(=O)CNc1ccc2c(c1)OCO2,?,2,-7,2,-0.6%,-2,-14,-0.3,-8
COc1cc(NC(=O)c2cnn3c(C(F)F)cc(C4CC4)nc23)c(OC)cc1Cl,-5%,1,4,1,-0.4%,1,-2,0.2,4
CCOc1ccc(CCNC(=O)c2ccccc2OCc2c(C)noc2C)cc1OCC,.,-4,-13,-1,0.3%,-7,-5,-0.4,-1
Cc1ccc(-c2cc(N)n3nc(-c4ccc(C)cc4)cc3n2)cc1,92%&65%[activator],-1,-1&-7,0&2,4.2%&1.5%,-24&17,4&-3,0.2&1.0,-3&-5
CCCCn1c(O)c(C=NCCCN(C)C)c(=O)[nH]c1=O,-6%,-18,-4,3,0.0%,7,0,0.5,-2
CCc1ccc(NC(=O)CC2C(=O)N(c3ccc(Cl)cc3)C(=O)N2Cc2cccs2)cc1 (stereo unspecified),2%,-26,2,8,0.1%,-13,.,0.7,-3
CN(C)c1ccc(CNC(=O)c2cnc3sc(N4CCCCCC4)nn3c2=O)cc1,49%[activator],6,-1,0,-0.1%,2,6,-0.3,-6
COc1ccc(C2(C(=O)NCCCN3CCOCC3)CCOCC2)cc1,-2%,1,-6,1,1.4%,-15,-8,-0.8,3
Cc1cccc(Oc2cnn(C(C)(C)C)c(=O)c2Cl)c1,-13%,-19,-4,7,0.2%,-3,4,-0.2,-6

# Next section
compound,Anesthetic bind,RXFP1 antagonist,TRHR PAM,D1 agonist,RXFP1 agonist,D1 antag,D2 potentiator,TRHR ag,D1 potentiator
COC(=O)c1sccc1S(=O)(=O)N1CCN(c2cccc(C)c2)C(C)C1 (stereo unspecified),-18%,.,0,-1,-1.0%,-20,-6,-0.2,-1
CC1CCc2c(C(=O)Oc3cccc(-n4cnnn4)c3)csc2C1 (stereo unspecified),7%,-6,-9,4,0.0%,5,-6,0.1,0
COc1cc(CN2CCCCCC2)cc([N+](=O)[O-])c1O,0%,10,4,2,-5.7%,2,-7,0.4,12
O=C(NCc1ccccc1)C1CCCN1S(=O)(=O)c1cccc2cccnc12 (stereo unspecified),-1%,.,-3,0,0.1%,-8,5,0.3,2

# Only part of the results is shown; the hit share may differ from the screen's.
